UPR CHOP act: apoptotic UPR (CHOP) activation. CHO-CHOP luciferase reporter, luminescence; percent of tunicamycin response over DMSO baseline. activation, % at 10 µM. actives 0.34% (n = 330,000);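 active = at 10 µM dose, activation of 40% or more, normalized to positive control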;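 also: 100% = tunicamycin at 10 µg/mL and 0% = DMSO alone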
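Assay system: CHO cells with stable CHOP pathway luciferase reporter; Buffer or medium: F12 plus 10% serum; Times: 16-18 h cell attachment, then 6 h compound exposure, 37 °C; Signal: luciferase luminescence; Read-out basis: percent activation relative to tunicamycin control; Control set: tunicamycin high control, DMSO low control.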
APJ antag: antagonists of human APJ apelin receptor. actives 0.32% (n = 330,000). inhibition, % at 20 µM. P35414. CHO-K1 APJ beta-arrestin complementation, luminescence;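 active = inhibition above about 40% at 20 µM, limit read from the data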;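 also: cells challenged with 10 nM apelin-13 agonist together with compound; plate controls were apelin-13 plus DMSO wells for no effect and DMSO wells lacking apelin-13 for full effect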
Target sequence (P35414 whole entry, looked up): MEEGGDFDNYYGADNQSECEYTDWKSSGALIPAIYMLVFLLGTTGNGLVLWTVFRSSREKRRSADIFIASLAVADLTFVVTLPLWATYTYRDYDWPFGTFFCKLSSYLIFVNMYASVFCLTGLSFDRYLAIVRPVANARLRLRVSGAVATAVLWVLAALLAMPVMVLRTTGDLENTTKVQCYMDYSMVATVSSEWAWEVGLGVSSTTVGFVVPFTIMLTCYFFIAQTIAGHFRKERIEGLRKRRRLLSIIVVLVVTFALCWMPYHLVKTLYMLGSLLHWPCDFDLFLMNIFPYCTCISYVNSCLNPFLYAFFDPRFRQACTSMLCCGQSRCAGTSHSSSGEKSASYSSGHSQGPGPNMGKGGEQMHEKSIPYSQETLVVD
TIM10 inh: inhibits growth of TIM10 yeast strain; inhibition, % at 10 µM; AID 463195; S. cerevisiae TIM10 strain growth, BacTiter-Glo luminescence, 24 h; actives 1.4% (n = 330,000);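 active = inhibition of 40% or more at the single tested concentration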;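 also: wild-type TIM10 isogenic control strain grown at permissive 25 °C; 0% = DMSO yeast wells and 100% = minimal medium wells without yeast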
XBP1 UPR activ: adaptive UPR (XBP1) activation. CHO-XBP1 luciferase reporter, IRE1-XBP1 UPR activation, luminescence; percent of tunicamycin response, DMSO as zero. activation, % at 20 µM. actives 0.33% (n = 330,000);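 active = versus positive control, 20 µM dose yields 30% or more activation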;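 also: 100% = tunicamycin at 10 µg/mL and 0% = DMSO only wells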
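Material: IRE1-XBP1 luciferase reporter CHO line / Quantity: one thousand reporter cells per well / Buffer or medium: F12 with 10% serum / Compound: 20 µM single concentration, DMSO 1% / Times: 6 h treatment, 37 °C / Detection: Steady-Glo luciferase glow luminescence, 10 min after reagent addition / Benchmarks: tunicamycin high, DMSO low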
CXCR6 block: inhibitors of human CXCR6 receptor. actives 0.36% (n = 360,000). O00574. CHO-K1 PathHunter CXCR6 beta-arrestin, luminescence. AID 602244. inhibition, % at 20 µM; in the data active = inhibition above about 34%, passing the limit was not always enough;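 also: antagonist mode with CXCL16 agonist at 10 nM final; 0% = 10 nM CXCL16 with DMSO and 100% = unstimulated wells without agonist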
Target sequence (O00574 whole entry, looked up): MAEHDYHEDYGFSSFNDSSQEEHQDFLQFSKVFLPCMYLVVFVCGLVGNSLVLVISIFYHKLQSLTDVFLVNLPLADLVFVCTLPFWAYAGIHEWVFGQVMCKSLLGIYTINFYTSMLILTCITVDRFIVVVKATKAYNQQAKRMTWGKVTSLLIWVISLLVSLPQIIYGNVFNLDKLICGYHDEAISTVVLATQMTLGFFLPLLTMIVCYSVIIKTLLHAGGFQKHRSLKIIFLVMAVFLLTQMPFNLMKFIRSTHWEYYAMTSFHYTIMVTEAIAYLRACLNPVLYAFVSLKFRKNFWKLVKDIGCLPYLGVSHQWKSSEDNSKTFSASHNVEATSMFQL
tim10-1 inh: tim10-1 yeast growth inhibition; S. cerevisiae tim10-1 ts strain growth, BacTiter-Glo, 24 h; inhibition, % at 20 µM; actives 2.2% (n = 330,000); AID 463190;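 active = inhibition of at least 40%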;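 also: mutant grown at 25 °C; 0% = DMSO wells with yeast and 100% = wells holding no yeast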
APJ ag: activates the human apelin receptor APJ; actives 0.11% (n = 330,000); AID 2520; CHO-K1 APJ PathHunter beta-arrestin, luminescence; 0% DMSO wells, 100% apelin; activation, % at 20 µM; P35414;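 active = activation more than six SD over the plate average, tested at 20 µM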;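 also: 0% = DMSO alone and 100% = apelin-13 at 10 nM; some results filed as inactive read as strong as hits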
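Test system – PathHunter CHO-K1 APJ (AGTRL-1) beta-arrestin reporter cells · Input – 1000 cells/well · Compound – single test compound dose, 20 µM final, 1% DMSO · Times – compound stimulation 90 min at 25 °C, detection 60 min · Technique – beta-gal luminescence · Read-out basis – APJ–arrestin association signal · Control set – negative DMSO alone, positive Apelin-13 at 10 nM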
tim23-1 inh: inhibits growth of tim23-1 mutant yeast; S. cerevisiae tim23-1 growth, BacTiter-Glo luminescence, 24 h; inhibition, % at 20 µM; actives 1.3% (n = 330,000); AID 463212;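 active = growth inhibition of the mutant yeast at or above 50%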;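 also: temperature-sensitive mutant grown at 25 °C; plate controls were DMSO-treated mutant yeast for no effect and medium wells lacking yeast for full effect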
Mdm2-MdmX inh: inhibitors of human Mdm2/MdmX interaction. O15151+Q00987. SaOS-2 split-luciferase Mdm2/MdmX complementation, luminescence. inhibition, % at 8 µM. actives 3% (n = 330,000). AID 485346;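 active = inhibition of at least 50% at 8 µM in the primary screen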
An asterisk follows results filed as active; nt = no result given. The list is partial (hit frequency here may not be typical).

SMILES | UPR CHOP act | APJ antag | TIM10 inh | XBP1 UPR activ | CXCR6 block | tim10-1 inh | APJ ag | tim23-1 inh | Mdm2-MdmX inh
CCOc1cccc2cc(C(=O)NCc3ccc(OC)cc3)c(=N)oc12 | 0.5 | 12 | 14 | -1 | 3 | 16 | -4 | 13 | 35
CC(C)(C)NC(=O)c1ccc(NC(=O)CSc2ccccc2)cc1 | -1.4 | 0 | -31 | -3 | -1 | -22 | 1 | 15 | -27
COc1ccccc1N(Cc1ccccc1)S(=O)(=O)c1cccc(C(=O)NC2CC(C)(C)NC(C)(C)C2)c1 | 2.1 | 16 | 2 | 4 | -6 | 1 | -1 | -6 | 97*
CSc1ncc(CN2CCN(C3CCCCC3)C(CCO)C2)cn1 (stereo not drawn) | -0.2 | 5 | 13 | 0 | -1 | 13 | -1 | 0 | 2
COc1ccc2cc3c(N)nn(C(=O)C4CCC(C(C)(C)C)CC4)c3nc2c1 (stereo not drawn) | -2.9 | -51 | -4 | 111* | -4 | -23 | -2 | 18 | 94*
COc1cc(NC(=O)CCc2ccccc2)c(C(=O)O)cc1OC | -1.0 | -2 | 2 | 2 | -4 | -15 | 1 | 8 | -6
CCc1ccccc1-n1c(-c2ccncc2)n[nH]c1=S | -0.3 | 15 | 9 | 0 | 1 | 6 | 1 | 17 | 8
COC(=O)/C=C1\SC(=NC(=O)c2ccc(OC)cc2)NC1=O | -0.1 | 21 | -6 | -8 | -1 | 7 | -5 | 11 | -3
O=C(CSc1ncnc2c1oc1ccccc12)NCc1ccc(F)cc1 | 1.8 | -5 | -18 | 5 | -5 | 7 | -3 | 26 | 29
Cc1ccc(-c2nn(-c3cc(Cl)ccc3[N+](=O)[O-])c(=O)c3ccccc23)cc1C | -3.1 | 28 | 4 | -3 | 0 | 26 | 0 | 19 | 18
Cc1cccc(C)c1NC(=O)Nc1ccc(S(N)(=O)=O)cc1 | 1.7 | -9 | 10 | 3 | 5 | -1 | -2 | 4 | 12
Cc1onc(-c2ccccc2)c1C(=O)NCc1ccc(F)cc1 | -0.4 | -9 | -16 | -2 | 0 | 13 | 0 | -8 | 16
C=CCN(CC=C)S(=O)(=O)c1ccc(NC(=S)NC(=O)c2ccc(-c3ccccc3)cc2)cc1 | 3.1 | 28 | 0 | 0 | 19 | 9 | -3 | 9 | 12
CCOc1ccccc1NC(=O)Cn1c(=O)n(-c2ccccc2)c(=O)c2oc3ccccc3c21 | 1.9 | 9 | -25 | 65* | 8 | -9 | -3 | -32 | 17
N#Cc1c(/N=C/c2ccc(-c3ccc(C(=O)O)c(Cl)c3)o2)sc2c1CCCC2 | 5.6 | 18 | 7 | 4 | 18 | 4 | -8 | 21 | 18
Cc1ccc(C2SCCN2C(=O)c2ccc([N+](=O)[O-])cc2)cc1 (stereo not drawn) | 0.2 | -17 | 15 | -1 | 3 | -1 | 4 | -5 | -15
CCOC(=O)C1=C(C)N(C)C(=O)NC1c1c(OC)ccc2ccccc12 (stereo not drawn) | 1.8 | 10 | 16 | -7 | 1 | 18 | -2 | 22 | 6
CCCNC(=O)CSc1nccn1Cc1ccco1 | -1.5 | 18 | -2 | -1 | -2 | -1 | -1 | 15 | 22
CCC1CCCCN1CCCNC(=O)c1ccc2c(=O)n(Cc3ccc(OC)cc3)c(=O)[nH]c2c1 (stereo not drawn) | 2.4 | 9 | 13 | 0 | 13 | 5 | 2 | 18 | 46
COCC(=O)Nc1ccc(OC)c(Cl)c1 | 2.5 | 7 | 5 | -1 | 0 | 9 | 0 | -2 | -11
CCCCN(CC)CCNC(=O)C1CCCN(S(=O)(=O)c2cccc3nsnc23)C1 (stereo not drawn) | 0.1 | 1 | 0 | -4 | 0 | 5 | -4 | -7 | -15
COc1cccc(C(=O)N(C)C(C)c2nc3ccccc3s2)c1 (stereo not drawn) | 0.1 | 1 | 13 | 2 | 6 | 4 | -3 | 4 | -1
Cc1ccc(CNC(=O)C(=O)NCCC2CCCCN2S(=O)(=O)c2ccc(C)cc2)cc1 (stereo not drawn) | 3.1 | -47 | -61 | -2 | 12 | 3 | -3 | 10 | 21
O=c1[nH]nc(SCCS(=O)(=O)c2ccc(F)cc2)n1-c1ccc2c(c1)OCCO2 | 2.2 | -6 | 14 | 1 | -2 | 9 | 2 | 21 | 22
O=C(O)c1ccc(C(=O)O)c(C(=O)c2ccccc2)c1 | -1.7 | 3 | -1 | 0 | 1 | -1 | -2 | -8 | 14
O=C1CCC(=O)N1c1ccc(NCc2ccccc2Cl)c([N+](=O)[O-])c1 | 10 | 7 | -2 | -3 | 8 | -6 | -3 | 14 | 2
CCC(=O)Nc1cc(-c2nn(C)c(=O)c3ccccc23)ccc1N1CCCCC1 | 0.9 | 0 | 39 | 1 | 8 | 32 | 12 | 14 | 49
CC1CCCCN1CC(=O)Nc1ccc(N2CCCCCC2)cc1 (stereo not drawn) | -0.3 | -9 | -5 | 2 | 6 | -5 | 0 | 15 | 1
O=C(O)C1CCCCC1C(=O)NCc1cn2ccccc2n1 (stereo not drawn) | -1.7 | 6 | 1 | 0 | 4 | 12 | -2 | 7 | 14
COc1ccc(/C=C2/CCOC2=O)cc1 | 1.6 | -17 | -13 | 1 | 0 | 0 | -2 | 3 | 19
O=C(NC1CCCC1)C1CC(=O)N(c2ccc(F)c(Cl)c2)C1 (stereo not drawn) | 1.1 | 3 | -3 | -2 | 0 | 18 | -5 | 11 | 14
O=C(c1ccc2nc(Cc3cccc(Cl)c3)oc2c1)N1CCC[C@H]1CO | 1.4 | -10 | 11 | -5 | -5 | 18 | -5 | 17 | -11
O=C(CCSc1nc(-c2ccc3c(c2)OCO3)cc(C(F)(F)F)n1)NCc1ccccc1 | -2.5 | 13 | -6 | -1 | 13 | 10 | 1 | -7 | -3
O=C1[C@@H]2C(c3cccnc3)=NO[C@@H]2C(=O)N1c1ccc2ccccc2c1 | -1.0 | 8 | 13 | -1 | -4 | 15 | -3 | 12 | 0
COc1ccc(CCNc2cc(C)nc3c(-c4ccccc4)c(C)nn23)cc1OC | -0.8 | 17 | 18 | -4 | 0 | 43* | -2 | 25 | 17
O=C(NCC(=O)N1CCN(c2ncc(C(F)(F)F)cc2Cl)CC1)c1ccc(Br)o1 | -0.7 | 16 | -4 | -2 | -1 | 26 | 2 | 31 | 16
COc1cccc(N2CC(C(=O)Nc3nnc(SCc4cccnc4)s3)CC2=O)c1 (stereo not drawn) | 1.0 | 0 | 10 | 0 | -1 | 2 | 1 | 11 | -13
C=CC(C)(C)c1cc2cc3ccoc3cc2oc1=O | 2.7 | -71 | -2 | 6 | -16 | 11 | 7 | 28 | -23
CC(=O)C1=C(C)NC(SCC(N)=O)=C(C#N)C1c1cccs1 (stereo not drawn) | 2.1 | 8 | -2 | -4 | 7 | 0 | -1 | 13 | 24
CC(=O)Nc1ccc(S(=O)(=O)NCc2ccncc2)cc1 | 0.8 | 0 | -8 | -1 | 0 | -22 | -1 | 14 | -10

Limited to APJ antag, for some of the entries so far:
Molecule | APJ antag
CC(C)(C)NC(=O)c1ccc(NC(=O)CSc2ccccc2)cc1 | 0
COc1ccccc1N(Cc1ccccc1)S(=O)(=O)c1cccc(C(=O)NC2CC(C)(C)NC(C)(C)C2)c1 | 16

(list continues)
SMILES | UPR CHOP act | APJ antag | TIM10 inh | XBP1 UPR activ | CXCR6 block | tim10-1 inh | APJ ag | tim23-1 inh | Mdm2-MdmX inh
O=C(CN1C(=O)NC2(CCCCC2)C1=O)Nc1cc(C(F)(F)F)ccc1N1CCOCC1 | -0.7 | -1 | 3 | -1 | -3 | 13 | -1 | 8 | 18
CCN(C(=O)COC(=O)c1ccc(Br)o1)C1CCCCC1 | -0.8 | 3 | -1 | -3 | -8 | 16 | -2 | 13 | 10
Nc1nc(N)c2[nH]cnc2n1 | -0.7 | 13 | -4 | 1 | nt | -19 | 0 | -9 | 16
O=C(Cc1ccc(F)cc1)NC1CCS(=O)(=O)C1 (stereo not drawn) | -0.5 | -5 | -4 | -2 | -4 | 5 | 5 | 3 | 21
CC1(c2ccccc2)NC(=O)N(CC(=O)Nc2ccccc2N2CCCCC2)C1=O (stereo not drawn) | 1.2 | 12 | 8 | -4 | 4 | 14 | -2 | 27 | 2
CN(C)S(=O)(=O)c1ccc(C(=O)Nc2ccc3c(c2)CCC3)cc1 | 5.4 | 8 | 8 | 5 | 9 | 0 | -1 | 33 | 24
CN1C(N)=NC(=O)/C1=C/c1ccc(OC(F)(F)F)cc1 | 0.9 | 9 | 4 | -1 | 5 | 5 | -3 | 9 | -11
CSc1ccccc1NC(=O)CN(C)C(C)C(=O)Nc1ccc(C#N)cc1 (stereo not drawn) | 0.2 | 6 | 18 | -3 | 6 | 14 | -3 | -11 | 32
Cc1cc(C(=O)NC(Cc2c[nH]c3ccccc23)C(=O)O)c(C)o1 (stereo not drawn) | 2.1 | 2 | -10 | -3 | -3 | 8 | -2 | 10 | 12
CN(C)C(CNc1ncnc2ccccc12)c1c(F)cccc1Cl (stereo not drawn) | 0.0 | 12 | -1 | -5 | 8 | 2 | 3 | 4 | -21
C=CCn1c(=NC(=O)c2ccccc2[N+](=O)[O-])sc2cc(S(C)(=O)=O)ccc21 | 0.8 | -37 | -4 | -1 | -10 | 2 | 2 | -15 | -6
O=C(Cn1nnc2ccccc21)Nc1ccc(Cl)cn1 | -0.5 | 13 | 4 | -2 | 0 | 9 | -1 | 11 | 5
O=C(Nc1ccc2nc3n(c(=O)c2c1)CCCCC3)C(=O)N1CCN(c2ccccc2F)CC1 | 2.2 | 6 | 7 | 4 | 8 | 6 | 2 | 14 | -8
NCCCC[C@@H]1NC(=O)[C@H](CCC(=O)O)NC(=O)c2cc([N+](=O)[O-])cc(I)c2SC[C@@H](C(=O)NCC(N)=O)NC1=O | -1.2 | -11 | 5 | -1 | -1 | -5 | 0 | 4 | 0
O=C(Nc1ccc(Cl)cc1)Nc1cccnc1 | 6.7 | -8 | -5 | 0 | -7 | 1 | 6 | 8 | -40
Cc1ccnc(Nc2nc(-c3ccc(O)cc3)cs2)c1 | 6.4 | -9 | 21 | -3 | -14 | 24 | -3 | 43 | -28
COC(=O)[C@@]12CCCCN1[C@H](c1ccc(-c3ccc(Cl)c(Cl)c3)cc1)[C@H]1C(=O)N(C)C(=O)[C@H]12 | 1.0 | 1 | 9 | -1 | 3 | 11 | -3 | 1 | 67*
Cc1ccccc1CSc1nc(-c2ccccc2)cc(=O)[nH]1 | 0.5 | -10 | 11 | -2 | -10 | 9 | -2 | 9 | 2
Cc1ccc(C)c(N2CCN(C(=O)CCc3nc(-c4cccc(Br)c4)no3)CC2)c1 | 1.8 | nt | -10 | -2 | 1 | 17 | nt | 36 | 18
CCOc1ccc(NCC(=O)Nc2ccc(Cl)cc2C)cc1 | -0.6 | 17 | 17 | 3 | -4 | 45* | 1 | 34 | 17

Assay outcomes as filed in PubChem.
